Compound activity (PubChem)
Rtt109 HAT inh: inhibitors of Candida albicans Rtt109/Vps75 histone acetyltransferase | actives 0.16% (n = 330,000) | purified Rtt109/Vps75, ThioGlo CoA-SH fluorescence, 4 h | AID 540336 | inhibition, % at 34.9 µM | Q5AAJ8;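 active means inhibition of at least 50% in every replicate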
Target sequence (Q5AAJ8 whole entry, looked up): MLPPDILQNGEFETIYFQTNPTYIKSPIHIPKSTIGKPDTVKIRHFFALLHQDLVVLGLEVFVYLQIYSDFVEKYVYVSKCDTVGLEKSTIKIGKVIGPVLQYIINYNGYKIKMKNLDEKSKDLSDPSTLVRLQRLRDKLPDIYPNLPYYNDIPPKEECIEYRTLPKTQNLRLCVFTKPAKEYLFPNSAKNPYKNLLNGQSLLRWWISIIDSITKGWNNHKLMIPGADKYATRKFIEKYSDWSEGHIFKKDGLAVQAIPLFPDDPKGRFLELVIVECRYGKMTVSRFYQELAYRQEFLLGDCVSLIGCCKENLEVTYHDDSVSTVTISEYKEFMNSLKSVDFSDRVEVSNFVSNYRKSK
dFosB act: activators of mouse delta FosB homodimer | AID 493131 | activation, % at 25 µM | purified delta FosB, TAMRA-CDK5 oligo fluorescence polarization; percent of positive-control signal above neutral wells | actives 0.99% (n = 340,000);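 active means mean activation above about 17%, with every replicate also reaching it, limit read from the data, passing the limit was not always enough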;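 further: fluorescence polarization rise as delta FosB binds a TAMRA Cdk5 AP-1 oligo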
Target sequence (P13346 whole entry, looked up): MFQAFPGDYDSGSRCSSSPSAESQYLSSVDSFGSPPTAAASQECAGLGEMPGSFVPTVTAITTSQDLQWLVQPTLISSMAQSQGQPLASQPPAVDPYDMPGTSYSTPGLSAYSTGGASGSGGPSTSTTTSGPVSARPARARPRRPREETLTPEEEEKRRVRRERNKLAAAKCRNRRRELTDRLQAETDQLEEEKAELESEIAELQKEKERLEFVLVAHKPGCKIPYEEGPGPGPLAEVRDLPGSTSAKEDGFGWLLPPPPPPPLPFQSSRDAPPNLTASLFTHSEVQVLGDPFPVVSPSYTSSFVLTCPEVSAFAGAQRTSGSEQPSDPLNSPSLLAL
cardiac RTF act: increases calcium sensitivity of human cardiac regulated thin filaments. AID 493008. actives 0.24% (n = 340,000). activation, % at 7.2 µM. IANBD-labeled TnC RTF fluorescence at EC20 calcium; 0% EC20 calcium, 100% full calcium;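 active means activation above the mean over all tested compounds plus 3 SD, cut at about 30% in these data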;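 further: rise in fluorescence read as greater calcium sensitivity of cardiac thin filaments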
MITF TRPM1 HTS: activators of MITF-driven TRPM1 promoter activity in SK-MEL-5 cells. SK-MEL-5 TRPM1-promoter luciferase, 24 h; % of positive control, neutral wells = 0. actives 0.75% (n = 300,000). activation, % at 12.5 µM;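 active means mean activation of at least 80% with every replicate also reaching 80%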;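 further: 0% = neutral control wells and 100% = parthenolide positive control wells; values of inactives mirror those of a sister screen read the other way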
Wnt bcat act: Wnt/beta-catenin pathway activation; Wnt/beta-catenin reporter cell assay, activator, plate reader; activation, % at 9.35 µM; actives 1.2% (n = 300,000); in the data active means activation above about 30%, passing the limit was not always enough;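 further: 0% = neutral control wells and 100% = positive control wells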
CDK5 inh: inhibitors of human CDK5/p35 kinase; inhibition, % at 10 µM; Recombinant CDK5/p35, ADP-Glo luminescence, 60 min; AID 488839; actives 0.01% (n = 330,000);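 active means highest replicate inhibition of at least 50% and at least 75% of replicates reaching 50%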;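 further: plate controls were DMSO neutral control for no effect and GW8510 at 10 µM for full effect; many of its hits are not listed in these tables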
CAL PDZ FP-1: inhibitors of human CAL PDZ peptide binding; purified CAL PDZ, TMR-peptide fluorescence polarization, 1 h; actives 0.02% (n = 330,000); Q9HD26; inhibition, % at 20 µM; AID 504414;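 active means highest replicate inhibition of at least 40%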;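 further: plate controls were DMSO neutral control wells for no effect and unlabeled competitor peptide control wells for full effect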
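Material: tagged CAL PDZ protein CerCALP, purified; buffer or medium: sodium phosphate/NaCl buffer pH 7.4 with TCEP, IgG, Thesit; also added: fluorescent TMR peptide probe; schedule: 1 h incubation at room temperature before polarization reading; technique: fluorescence polarization from S- and P-plane intensities, G-factor corrected; control set: unlabelled peptide and DMSO controls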
V-ATPase pHluor: alters yeast V-ATPase proton transport. S. cerevisiae, pHLuorin cytosolic pH fluorescence. response, % at 10 µM. actives 0.37% (n = 350,000); in the data active means response mostly above about 7.3%, no sharp cut-off; inactive means mostly below about 5.4%; further: actives read high; inactives centre near 0; some compounds called inactive have numbers as strong as hits
Tat export inh: inhibitors of E. coli Tat protein transport. E. coli MC4100 TorA-mCherry Tat export, fluorescence. inhibition, % at 10 µM. actives 0.036% (n = 340,000). AID 488895;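 active means mean replicate inhibition at least 50% and at least half of replicates individually reaching 50%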;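 further: exported cargo escapes ClpAP degradation while cytoplasmic cargo is degraded and loses fluorescence; 0% = median of neutral control wells and 100% = median of NaSCN control wells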
CAL PDZ FP-2: CAL PDZ (human) peptide binding inhibition; AID 602252; purified CAL PDZ, TMR-peptide fluorescence polarization, 1 h; actives 0.92% (n = 300,000); inhibition, % at 24.9 µM;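 active means mean inhibition of at least 30% with at least half of replicates also reaching 30%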;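 further: 0% = DMSO neutral control and 100% = excess unlabeled competitor peptide PRC23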
Starred values were filed as active, the others as inactive.

`CCOc1cccc2sc(N(CCCN(C)C)C(=O)c3ccc(S(=O)(=O)N4CCc5ccccc5C4)cc3)nc12` gave Rtt109 HAT inh 32, dFosB act 7, cardiac RTF act -6, MITF TRPM1 HTS -20, Wnt bcat act -1, CDK5 inh 0.5, CAL PDZ FP-1 -1.0, V-ATPase pHluor 0, Tat export inh 7 and CAL PDZ FP-2 2.
Screening O=C(NC1CCCCC1)C(c1ccccc1)N(C(=O)c1csnn1)C1CCCC1 (stereo unspecified) returned Rtt109 HAT inh 1, dFosB act -5, cardiac RTF act 4, MITF TRPM1 HTS 0, Wnt bcat act 0, CDK5 inh -1.9, CAL PDZ FP-1 -0.7, V-ATPase pHluor 2, Tat export inh 8 and CAL PDZ FP-2 -3.
For COC(=O)C1SCC2C(=O)N(Cc3ccc(Cl)cc3)CC(=O)N21 (stereo unspecified) the results were Rtt109 HAT inh -6, dFosB act -7, cardiac RTF act 4, MITF TRPM1 HTS 4, Wnt bcat act -3, CDK5 inh -1.9, CAL PDZ FP-1 -0.3, V-ATPase pHluor 0, Tat export inh -5 and CAL PDZ FP-2 -6.
Screening O=C(N[C@H]1CCCCNC1=O)c1cc(COc2ccc(F)cc2F)on1 returned Rtt109 HAT inh -5, dFosB act -4, cardiac RTF act -2, MITF TRPM1 HTS -4, Wnt bcat act 0, CDK5 inh -2.0, CAL PDZ FP-1 -1.5, V-ATPase pHluor 1, Tat export inh -2 and CAL PDZ FP-2 -2.
COC(=O)c1cn(C(=O)c2ccccc2Cl)c2ccccc12 was read as dFosB act -6, cardiac RTF act -4, MITF TRPM1 HTS 10, Wnt bcat act -15, CDK5 inh 0.1, CAL PDZ FP-1 -0.8, V-ATPase pHluor 2, Tat export inh -4 and CAL PDZ FP-2 -4.
Screening CCOc1ccc(C(=O)C(C)OC(=O)c2nc(Cl)ccc2Cl)cc1 (stereo unspecified) returned Rtt109 HAT inh -2, dFosB act -9, cardiac RTF act 1, MITF TRPM1 HTS 2, Wnt bcat act 7, CDK5 inh -4.5, CAL PDZ FP-1 -2.1, V-ATPase pHluor -2, Tat export inh 4 and CAL PDZ FP-2 0.
N#Cc1ccc(Oc2ccc(S(=O)(=O)N3CCCCC3)cn2)cc1 was read as Rtt109 HAT inh -2, dFosB act -7, cardiac RTF act -5, MITF TRPM1 HTS 2, CDK5 inh 1.4, CAL PDZ FP-1 -0.5, V-ATPase pHluor 0, Tat export inh -5 and CAL PDZ FP-2 2.
CCOc1ccc(S(=O)(=O)/N=C(/Nc2ccc(OC)cc2)c2ccccc2)cc1 was read as Rtt109 HAT inh 10, dFosB act -10, cardiac RTF act -5, MITF TRPM1 HTS 8, Wnt bcat act 4, CDK5 inh -0.6, CAL PDZ FP-1 -4.0, V-ATPase pHluor -1, Tat export inh 2 and CAL PDZ FP-2 3.
Screening COc1ccc(CN(C)C(=O)c2[nH]c(C)c(C(C)=O)c2C)cc1F returned Rtt109 HAT inh 15, dFosB act 2, cardiac RTF act 1, MITF TRPM1 HTS -4, Wnt bcat act -1, CDK5 inh -0.1, CAL PDZ FP-1 -1.1, V-ATPase pHluor 4 and Tat export inh -6.
`COc1cc(NC(=S)NC2CC(C)(C)NC(C)(C)C2)cc(OC)c1` gave Rtt109 HAT inh 1, dFosB act -4, cardiac RTF act -8, MITF TRPM1 HTS -7, Wnt bcat act 0, CDK5 inh 0.2, CAL PDZ FP-1 0.5, V-ATPase pHluor 0, Tat export inh -9 and CAL PDZ FP-2 -1.
`Cc1sc2nc(CSCC(=O)Nc3c(F)cccc3F)[nH]c(=O)c2c1C` gave Rtt109 HAT inh 5, dFosB act 1, cardiac RTF act 2, MITF TRPM1 HTS 11, Wnt bcat act -2, CDK5 inh -6.2, CAL PDZ FP-1 -1.2, V-ATPase pHluor 2 and Tat export inh 0.
`CCOC(=O)N1CCC(NC(=O)CC2C(=O)NCCN2Cc2cccc(F)c2F)CC1` (stereo unspecified) gave Rtt109 HAT inh -6, dFosB act -3, cardiac RTF act 0, MITF TRPM1 HTS -3, Wnt bcat act -1, CDK5 inh -1.9, CAL PDZ FP-1 -1.8, V-ATPase pHluor 2, Tat export inh 5 and CAL PDZ FP-2 -4.
CC(=O)Nc1ccc2c(c1)CN(c1cc(C)ccc1C)CO2 was read as Rtt109 HAT inh 20, dFosB act -8, cardiac RTF act -2, MITF TRPM1 HTS -13, CDK5 inh 0.9, CAL PDZ FP-1 -0.8, V-ATPase pHluor -4, Tat export inh -6 and CAL PDZ FP-2 -3.
Screening Cc1cccc(NC(=O)CC2NCCNC2=O)c1 (stereo unspecified) returned Rtt109 HAT inh -1, dFosB act 2, cardiac RTF act 3, MITF TRPM1 HTS -12, Wnt bcat act -3, CDK5 inh 1.0, CAL PDZ FP-1 -1.9, V-ATPase pHluor -4, Tat export inh -4 and CAL PDZ FP-2 1.
Screening CCOc1cccc(N(C(=O)c2ccco2)C(C(=O)NC2CCCC2)c2cccnc2)c1 (stereo unspecified) returned Rtt109 HAT inh -1, dFosB act -7, cardiac RTF act 4, MITF TRPM1 HTS -8, Wnt bcat act -1, CDK5 inh -1.3, CAL PDZ FP-1 -3.2, V-ATPase pHluor -3, Tat export inh -9 and CAL PDZ FP-2 -2.
CC(Oc1ccc(Cl)cc1)C(=O)N(C)CC(=O)Nc1ccc(N2CCOCC2)cc1 (stereo unspecified) was read as Rtt109 HAT inh 0, dFosB act -6, cardiac RTF act -1, MITF TRPM1 HTS -5, Wnt bcat act 2, CDK5 inh 1.0, CAL PDZ FP-1 -2.7, V-ATPase pHluor -2, Tat export inh 0 and CAL PDZ FP-2 -3.
CCC(=O)NCCc1nc(-c2ccccc2)no1 was read as Rtt109 HAT inh 0, dFosB act -4, cardiac RTF act 3, MITF TRPM1 HTS 20, Wnt bcat act 0, CDK5 inh -0.9, CAL PDZ FP-1 0.0, V-ATPase pHluor -4, Tat export inh 1 and CAL PDZ FP-2 -2.
For COc1ccccc1CN(C)C(=O)c1cc(-c2cc(OC)c(OC)c(OC)c2)nc2ccccc12 the results were Rtt109 HAT inh -49, dFosB act 1, cardiac RTF act -3, MITF TRPM1 HTS -23, Wnt bcat act -1, CDK5 inh -0.7, CAL PDZ FP-1 -1.7, V-ATPase pHluor -2, Tat export inh 9 and CAL PDZ FP-2 58*.
CCC(=O)Nc1ccc(N2CCCCC2)c(C(=O)Nc2ccccc2C)c1 was read as Rtt109 HAT inh -3, dFosB act -15, cardiac RTF act 2, MITF TRPM1 HTS -10, CDK5 inh -2.5, CAL PDZ FP-1 -1.5, V-ATPase pHluor -4, Tat export inh -7 and CAL PDZ FP-2 -2.
Screening COc1ccc(OCc2cc(C(=O)NC3CCc4ccccc43)no2)c(Cl)c1 (stereo unspecified) returned Rtt109 HAT inh -2, dFosB act 8, cardiac RTF act -2, MITF TRPM1 HTS -7, Wnt bcat act -2, CDK5 inh -2.5, CAL PDZ FP-1 -2.5, V-ATPase pHluor 0, Tat export inh -7 and CAL PDZ FP-2 -3.
For Fc1ccc(CN2CCCCCCC2)cc1 the results were Rtt109 HAT inh -6, dFosB act 4, cardiac RTF act 12, MITF TRPM1 HTS 12, Wnt bcat act -2, CDK5 inh -20, CAL PDZ FP-1 -1.3, V-ATPase pHluor 6, Tat export inh -6 and CAL PDZ FP-2 -6.
O=C(CCCc1nc2ccccc2s1)N1CCN(c2ccccc2F)CC1 was read as Rtt109 HAT inh 1, dFosB act -3, cardiac RTF act 0, MITF TRPM1 HTS 19, Wnt bcat act -1, CDK5 inh 1.5, CAL PDZ FP-1 -0.7, V-ATPase pHluor 0, Tat export inh -3 and CAL PDZ FP-2 -9.
Cc1nc(SCC(=O)Nc2ccccc2Cl)c2c(C)c(C)sc2n1 was read as Rtt109 HAT inh 0, dFosB act 4, cardiac RTF act -2, MITF TRPM1 HTS 5, Wnt bcat act 2, CDK5 inh -0.1, CAL PDZ FP-1 -0.1, V-ATPase pHluor 0, Tat export inh -9 and CAL PDZ FP-2 -1.
Screening O=C(c1cccc(S(=O)(=O)N2CCCCC2)c1)N1CCN(S(=O)(=O)c2ccc(F)cc2)CC1 returned Rtt109 HAT inh -5, dFosB act -6, cardiac RTF act -2, MITF TRPM1 HTS -5, CDK5 inh 1.2, CAL PDZ FP-1 0.1, V-ATPase pHluor -5, Tat export inh 4 and CAL PDZ FP-2 -1.
Screening CCC(=O)NC(c1cc(Cl)c2ccccc2c1O)C1CC1 (stereo unspecified) returned Rtt109 HAT inh 1, dFosB act 8, cardiac RTF act -8, MITF TRPM1 HTS -16, Wnt bcat act 6, CDK5 inh 0.7, CAL PDZ FP-1 0.9, V-ATPase pHluor 1, Tat export inh -2 and CAL PDZ FP-2 -2.
For CCOC(=O)/C(=N\Nc1ccc(Cl)cc1)c1csc(Nc2ccccc2)n1 the results were Rtt109 HAT inh -2, dFosB act -11, cardiac RTF act -4, MITF TRPM1 HTS -3, CDK5 inh -0.2, CAL PDZ FP-1 -2.0, V-ATPase pHluor 0, Tat export inh 1 and CAL PDZ FP-2 -4.
COCC(C)NC(=S)NCCc1ccc(Cl)cc1Cl (stereo unspecified) was read as Rtt109 HAT inh -15, dFosB act -3, cardiac RTF act 0, MITF TRPM1 HTS 2, Wnt bcat act 0, CDK5 inh -3.3, CAL PDZ FP-1 -0.2, V-ATPase pHluor 0 and Tat export inh -3.
Screening COc1ccc(-c2nn(-c3ccccc3)cc2C(N)=O)cc1OC returned Rtt109 HAT inh 19, dFosB act -4, cardiac RTF act 5, MITF TRPM1 HTS -8, Wnt bcat act -2, CDK5 inh -0.1, CAL PDZ FP-1 -0.6, V-ATPase pHluor -2, Tat export inh 1 and CAL PDZ FP-2 -5.
Screening COCC(C)n1c(C)cc(C(=O)COC(=O)CNC(=O)c2ccccc2)c1C (stereo unspecified) returned Rtt109 HAT inh -10, dFosB act -2, cardiac RTF act -2, MITF TRPM1 HTS 8, Wnt bcat act -2, CDK5 inh -0.3, CAL PDZ FP-1 -3.4, V-ATPase pHluor 2, Tat export inh 6 and CAL PDZ FP-2 1.
CC(C)[C@H](NC(=O)c1ccccc1F)C(=O)NC1CCCCCCC1 was read as Rtt109 HAT inh -5, dFosB act -2, cardiac RTF act -4, MITF TRPM1 HTS 0, Wnt bcat act 1, CDK5 inh 0.0, CAL PDZ FP-1 -1.5, V-ATPase pHluor 2 and Tat export inh 9.
For CSCC[C@H](NC(=O)[C@@H]1CSC2c3ccccc3C(=O)N21)C(=O)NC1CCCC1 (stereo partly specified) the results were Rtt109 HAT inh 1, dFosB act -3, cardiac RTF act 1, MITF TRPM1 HTS 1, Wnt bcat act -1, CDK5 inh 1.6, CAL PDZ FP-1 -2.2, V-ATPase pHluor 4, Tat export inh 0 and CAL PDZ FP-2 -2.
O=C(Nc1ccccn1)c1ccc2ccccc2n1 was read as Rtt109 HAT inh -8, dFosB act -29, cardiac RTF act -5, MITF TRPM1 HTS 33, CDK5 inh 0.4, CAL PDZ FP-1 -2.7, V-ATPase pHluor 2, Tat export inh -6 and CAL PDZ FP-2 -2.
